CHT allo act: human CHT allosteric activation; CHT-expressing cells, membrane potential dye, choline EC20; hits give high values; LV-AA mutant CHT in HEK293 cells; 310,000 compounds, 0.49% hits; AID 488977; Q9GZV3; B-score at 10 µM;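 active = initial fluorescence not abnormally high and integrated response B-score, plate-corrected, over 3 SD above library mean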
Target sequence (Q9GZV3 whole entry, looked up): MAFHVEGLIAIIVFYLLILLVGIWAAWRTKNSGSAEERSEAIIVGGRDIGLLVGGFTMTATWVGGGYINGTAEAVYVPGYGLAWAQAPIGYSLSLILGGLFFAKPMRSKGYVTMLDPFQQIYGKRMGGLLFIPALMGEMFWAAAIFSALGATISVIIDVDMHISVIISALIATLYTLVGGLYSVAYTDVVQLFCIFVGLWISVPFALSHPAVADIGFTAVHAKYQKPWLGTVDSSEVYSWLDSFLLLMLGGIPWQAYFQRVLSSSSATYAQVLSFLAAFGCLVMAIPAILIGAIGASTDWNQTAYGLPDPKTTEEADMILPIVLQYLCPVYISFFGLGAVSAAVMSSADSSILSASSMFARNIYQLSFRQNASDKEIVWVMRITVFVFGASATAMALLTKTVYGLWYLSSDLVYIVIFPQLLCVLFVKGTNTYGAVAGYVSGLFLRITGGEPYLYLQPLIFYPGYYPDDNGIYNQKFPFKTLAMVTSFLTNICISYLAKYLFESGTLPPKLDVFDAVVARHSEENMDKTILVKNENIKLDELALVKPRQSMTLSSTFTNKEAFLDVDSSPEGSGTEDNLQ
OX1R antag: blocks the human orexin 1 receptor. inhibition, % at 5 µM. CHO/OX1R cells, Fluo-8 calcium fluorescence, orexin A. 330,000 compounds, 0.43% hits. O43613;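 active = inhibition above its plate's threshold, mean inhibition of all tested compounds on the plate plus 3 SD, cut at about 37% in these data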;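 note: 0% = orexin A challenge wells and 100% = SB-334867-A antagonist wells; not every result past the cut was called active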
Target sequence (O43613 whole entry, looked up): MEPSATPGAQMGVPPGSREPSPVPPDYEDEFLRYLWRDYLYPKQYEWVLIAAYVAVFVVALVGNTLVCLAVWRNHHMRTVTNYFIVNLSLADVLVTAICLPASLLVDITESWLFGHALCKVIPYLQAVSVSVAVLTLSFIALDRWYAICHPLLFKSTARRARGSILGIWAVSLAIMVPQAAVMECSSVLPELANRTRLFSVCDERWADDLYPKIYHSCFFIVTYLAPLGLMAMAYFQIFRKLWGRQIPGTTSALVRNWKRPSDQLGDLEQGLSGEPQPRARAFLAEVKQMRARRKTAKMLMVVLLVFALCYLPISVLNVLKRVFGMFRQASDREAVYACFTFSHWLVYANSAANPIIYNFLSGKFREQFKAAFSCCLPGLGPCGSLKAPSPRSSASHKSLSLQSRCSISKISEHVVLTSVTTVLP
* hit, by the source's call; i = inactive; x = not tested or not shown.

| smiles | OX1R antag | CHT allo act |
| --- | --- | --- |
| O=C(COC(=O)CNC(=O)C1CCCCC1)Nc1ccc(Cl)cn1 | -1 | i |
| COc1ccc(S(=O)(=O)NCCN2CCOCC2)cc1Br | -4 | i |
| O=C(CN1CCCCCC1)N1c2ccccc2Sc2ccc(C(F)(F)F)cc21 | -24 | i |
| CCC(=O)Oc1ccc2ccccc2c1CNC(=O)c1ccccc1 | -15 | i |
| O=C(c1ccc2c(c1)N(Cc1ccccc1)CCS2)N1CCCCC1 | -53 | i |
| O=C(COc1ncnc2ccccc12)N1CCOCC1 | -1 | i |
| Cc1cc(C)cc(OCC(=O)OCc2nnc(-c3ccccc3)o2)c1 | -16 | i |
| Cc1ccc(C2Nc3ccccc3C(=O)N2CCN2CCNC2=O)cc1 (configuration not stated) | -16 | i |
| CC1(C)O[C@@H]2C[C@H]3[C@@H]4C[C@H](F)C5=CC(=O)C=C[C@]5(C)[C@H]4[C@@H](O)C[C@]3(C)[C@]2(C(=O)CO)O1 | 0 | i |
| N#C/C(=C(/O)COC(=O)CCc1ccc(S(=O)(=O)N2CCOCC2)cc1)c1nc2ccccc2[nH]1 | -10 | i |
| Cc1ccc(C(=O)OCC(=O)N(C)c2ccccc2)c(C)c1 | -36 | i |
| CCN1CCN(C(=O)c2ccc(N3CC4CC(C3)c3cccc(=O)n3C4)c([N+](=O)[O-])c2)CC1 (configuration not stated) | -9 | i |
| COc1ccc(C)cc1Nc1n[n+](-c2ccccc2)c(-c2ccc(OC)c(OC)c2OC)s1 | -21 | 9.9* |
| O=C(Nc1ccc(S(=O)(=O)NC2=NCCCCC2)cc1)c1cccs1 | -10 | x |
| CSc1ccc(CCNC(=O)CS(=O)(=O)Cc2nc(-c3ccccc3F)oc2C)cc1 | -30 | i |
| COc1ccc(S(=O)(=O)N2CCCC(C(=O)N3CCN(C)CC3)C2)cc1Cl (configuration not stated) | -10 | i |

Quoted from the results shown (four entries):
| smiles | OX1R antag | CHT allo act |
| --- | --- | --- |
| COc1ccc(C)cc1Nc1n[n+](-c2ccccc2)c(-c2ccc(OC)c(OC)c2OC)s1 | -21 | 9.9* |
| O=C(Nc1ccc(S(=O)(=O)NC2=NCCCCC2)cc1)c1cccs1 | -10 | x |
| CSc1ccc(CCNC(=O)CS(=O)(=O)Cc2nc(-c3ccccc3F)oc2C)cc1 | -30 | i |
| COc1ccc(S(=O)(=O)N2CCCC(C(=O)N3CCN(C)CC3)C2)cc1Cl (configuration not stated) | -10 | i |

Next section
| smiles | OX1R antag | CHT allo act |
| --- | --- | --- |
| CCCCn1c(N)c(N(CCOC)C(=O)c2ccc(S(=O)(=O)N(CC)c3ccccc3)cc2)c(=O)[nH]c1=O | -10 | i |
| COC(=O)CNC(c1ccccc1)c1cc(C)ccc1NC(=O)CNC(=O)OCc1ccccc1 (configuration not stated) | -33 | i |
| CCC(=O)OCC(=O)c1c(N)n(Cc2ccccc2)c(=O)n(C)c1=O | -18 | i |
| CCOc1ccc2nc(COC(=O)c3ccncc3)c(C(=O)c3ccccc3)[n+]([O-])c2c1 | -21 | i |
| CCC(C)(C)NC(=O)CCCSc1nc2ccccc2s1 | -28 | i |
| COC(=O)c1cc(C(=O)Nc2cccc(C)n2)cc([N+](=O)[O-])c1 | -35 | i |
| Nc1nc2ccccc2n1/N=C/c1ccc(-c2ccccc2)o1 | -35 | i |
| O=C(Cn1c(=O)c2c(ncn2Cc2ccccc2)n(Cc2ccccc2)c1=O)N1CCCC1 | -33 | i |
| Cc1cc(C(=O)O)ccc1-n1c(C)ccc1C | -9 | i |
| COc1ccc(CN(Cc2nc3ccccc3c(=O)[nH]2)C(=O)c2ccco2)cc1 | -14 | i |
| CCN(CC)CCOC(=O)c1ccc2c(c1)OCCO2 | -15 | i |
| CC(=O)N1CCOc2ccc(S(=O)(=O)NC(C)c3ccccc3)cc21 (configuration not stated) | -12 | i |
| CNC(=O)c1sc(=S)n(-c2ccc(OC)cc2)c1N | -7 | i |
| CCOc1cc(/C=C2\SC(=S)N(Nc3ccccc3)C2=O)ccc1O | 19 | i |
| CCCCCCc1ccc(OCC(=O)OC)cc1OCC(=O)OC | -12 | i |
| CCOc1ccc(NC(=O)NC2CC(=O)N(c3ccc(OC)cc3)C2)cc1 (configuration not stated) | -34 | i |
| COC(=O)C1(CC2CC(c3cccc(Br)c3)=NO2)CCN(C(=O)OC(C)(C)C)CC1 (configuration not stated) | -29 | i |
| CCN(Cc1ccc(NC(C)=O)cc1)CC1CCCN(CCc2cccc(F)c2)C1 (configuration not stated) | x | i |
| COc1ccc(-c2ccc(OC)c([C@H]3[C@H]4C=CC[C@@H](C)[C@@H]4C(=O)N3Cc3ccccc3)c2)cc1OC | -40 | i |
| OCCn1nc(-c2ccccc2)cc1-c1ccccc1 | -9 | i |
| Cc1ccc(C(=O)C2=C(O)C(=O)N(Cc3ccccc3)C2c2cccnc2)o1 (configuration not stated) | 11 | i |
| Cc1ccc(-c2nn(C)c(=O)c3ccccc23)cc1CNC(=O)CSc1nc2ccccc2o1 | -22 | i |
| O=C(c1ccccc1CCc1ccccc1)N1CCCC1 | x | i |
| COc1ccc2c(c1)c(C(=O)CN1CCOCC1)c(C)n2C | 6 | i |
| C=CCN1c2ccccc2[C@]23C[C@@H](C(=O)OC)N(C(=O)c4cccs4)C2=NC(C(=O)OC)=C(C(=O)OC)[C@H]13 | -22 | i |
| O=C(Nc1ccc(SC(F)F)cc1)c1ccc(F)cc1 | -17 | i |
| C/C(=N\NC(=O)c1ccco1)c1cc2ccccc2o1 | -3 | i |
| O=C(NCCc1cscn1)C1CCC(=O)N(Cc2ccc(Cl)cc2)C1 (configuration not stated) | -2 | i |
| O=C(Nc1nc2ccccc2n1CCN1CCOCC1)c1ccccc1 | -15 | i |
| CCn1c(CNC(=O)Cc2ccc(OC)cc2)nnc1SCC(=O)Nc1ccc(C(=O)O)cc1 | -2 | i |
| CC(=O)N1CC=C2C(C#N)=C(N)C(C#N)(C#N)[C@H](c3ccoc3)[C@H]2C1 | 8 | i |
| CC(=O)Cc1nsc(NC(=O)c2ccco2)n1 | -1 | i |
| CCCc1cc(=O)[nH]c2nnc(SCC(=O)NC3CCCCC3)n12 | -10 | i |
| NNC(=O)c1ccc2nc(-c3ccc(Br)cc3)cn2c1 | -22 | i |
| COc1ccccc1NC(=O)CSc1ncnc2c1oc1ccccc12 | -25 | i |
| COc1cccc(CNC(=S)Nc2cccc(Cl)c2C)c1 | -17 | i |
| CCOC(=O)CCNC(C(=O)OCC)c1ccccc1 (configuration not stated) | 6 | i |
| COC(=O)c1cc(OC)c(OC)cc1NC(=O)CCNC(=O)c1ccco1 | -15 | i |
| CCCCC[C@H](O)/C=C/C1=C(CCCCCCC(=O)O)C(=O)CC1 | -11 | i |
| CCCCOC(=O)c1ccc(NC(=O)C(=O)CC(=O)c2ccc(OC)cc2)cc1 | -7 | i |
| CCOC(=O)C(NC(=O)Nc1ccc(F)cc1F)(Oc1ccc(F)cc1)C(F)(F)F (configuration not stated) | -16 | i |
| CCCCC(O)(CCCC)C(=O)NNc1ccccc1 | -20 | i |
| CC(C)COP(=O)(OCC(C)C)C(O)c1ccc(N(C)C)cc1 (configuration not stated) | -12 | i |
| O=C1/C(=C/c2ccccc2[N+](=O)[O-])COc2ccccc21 | -4 | i |
| COc1ccc(CCC(=O)N2CCN(S(=O)(=O)c3ccc(OC)cc3)CC2)cc1 | 1 | x |
| COc1ccc(CN2CCCCC2C)cc1OC (configuration not stated) | -16 | i |
| COc1ccc2c(c1)CCCC21SC(NC(C)=O)=NN1C(C)=O (configuration not stated) | -8 | i |
| CCN(C(=O)c1cccs1)c1nnc(-c2ccncc2)s1 | -5 | i |
| O=C(NCCc1ccccn1)C1CCCN(S(=O)(=O)Cc2ccccc2)C1 (configuration not stated) | -13 | i |
| CCOc1ccc(NC(=O)CC2C(=O)N(c3ccccc3)C(=O)N2CCc2cccs2)cc1 (configuration not stated) | -14 | i |
| O=C(Nc1nc(-c2ccccc2)cs1)C1COc2ccccc2O1 (configuration not stated) | -23 | i |
| CC(=O)Nc1ccc(-c2nnn(CC(=O)c3ccc(F)cc3)n2)cc1Cl | -18 | i |
| c1ccc2c(c1)ncn2CCn1cnc2ccccc21 | -12 | i |
| OC(COCc1ccc2c(c1)OCO2)CN1CCC(Cc2ccccc2)CC1 (configuration not stated) | -16 | i |
| O=C(CSc1nncs1)Nc1ccc(Cl)cn1 | -9 | i |
| O=C(CC(=O)c1cc(Cl)ccc1O)c1ccccc1 | -28 | i |

(next part)
| smiles | OX1R antag | CHT allo act |
| --- | --- | --- |
| Cc1cccc(Nc2ncnc3c2cnn3C)c1 | -1 | i |
| CCCOc1ccc(N2C(=O)CC(SCCN)C2=O)cc1 (configuration not stated) | -9 | i |
| O=C(CNC1=NCCC1)c1ccc(Cl)cc1 | -7 | i |
| Cc1nnc(N/N=C/c2cc(C)n(-c3ccc(F)cc3)c2C)n1N | -8 | i |
| O=C(c1cccc(-c2ccccc2)c1)N1CC[C@@H](N2CCC(O)CC2)[C@H](O)C1 | -18 | i |
| CCOC(=O)CNS(=O)(=O)Cc1ccccc1 | 5 | x |
| CC(=O)c1c(C)[nH]c(C(=O)OCc2nc3ccsc3c(=O)[nH]2)c1C | -23 | i |
| COc1cc(/C=C/C(=O)NCCn2c(C)cc3ccccc32)cc(OC)c1OC | -8 | i |
| O=C(CCc1nc(-c2ccccc2F)no1)NCCN1CCc2ccccc2C1 | -37 | i |
| CCOC(=O)c1c(C(C)(C)C)oc2ccc(OCC#N)cc12 | -55 | i |
| Cc1ccccc1-n1c(SCC(=O)NC(N)=O)nc2sc(-c3ccccc3)cc2c1=O | -6 | i |
| Cc1ccc(-n2nc(C)c(C(=O)N3CCN(C(=O)c4ccco4)CC3)c2-n2cccc2)cc1 | -36 | i |
| Nc1c(Cl)cc2c(c1Oc1ccccc1)C(=O)c1ccccc1C2=O | 2 | i |
| CCOc1c(/C=C(\C#N)C(N)=O)c2ccccc2n1CC | -27 | i |
| O=C1C=C(NCc2ccncc2)CC(c2ccccc2)C1 (configuration not stated) | -24 | i |
| CCOC(=O)CNC(=O)Cn1cnc2c(nnn2-c2cccc(OC)c2)c1=O | x | i |
| CCCCn1c(N)c(N(C)C(=O)c2cc3c(F)cccc3s2)c(=O)[nH]c1=O | -5 | x |
| COCCNc1oc(-c2ccccc2Cl)nc1C#N | 2 | i |
| O=C(CNC(=O)c1ccc(Br)o1)NC1CCCCCC1 | -7 | i |
| COc1ccc(C(CNC(=O)COc2ccc(-c3ccccc3)cc2)N2CCOCC2)cc1 (configuration not stated) | -13 | i |
| Cc1ccc(C(=O)NCC(=O)NCC(c2cccs2)N(C)C)cc1C (configuration not stated) | 6 | x |
| Cn1ncc2cc(NC(=S)NC(=O)c3ccccc3)ccc21 | -27 | i |
| COc1cc(C2C(C(=O)c3ccco3)=C(O)C(=O)N2c2cc(C)on2)ccc1OCc1ccccc1 (configuration not stated) | -1 | i |
| Cc1nnc(SCC(=O)N2CCCCCC2)n(N)c1=O | 0 | i |
| S=c1[nH]c2ccc(Cl)cc2[nH]1 | -23 | i |
| Cn1c(=O)c2c(O)c([N+](=O)[O-])c(=O)n(C)c2n(C)c1=O | 2 | i |
| CCc1c(C#N)c(SCCC(=O)Nc2ccc(C)cc2)nc2c1C(=O)CC(C)(C)C2 | -31 | i |
| Cc1ccc(NCC(=O)c2ccc(C)cc2)cc1 | -17 | i |
| CCOc1ccc(CCNC(=O)C2CC(=O)N(CCc3ccc(OC)c(OC)c3)C2)cc1OCC (configuration not stated) | -18 | i |
| COc1ccc(C(CNC(=O)c2cccc(N(C)C)c2)N2CCCC2)cc1 (configuration not stated) | -26 | i |
| Cc1cc(=O)oc2cc(OCC(O)Cn3ccnc3)ccc12 (configuration not stated) | -9 | i |
| CN(C)CCOC(=O)C1(c2ccccc2)CCCC1 | -21 | i |

Some of the entries so far, with values under each structure.
Values in the order: OX1R antag | CHT allo act
Cc1cc(=O)oc2cc(OCC(O)Cn3ccnc3)ccc12 (configuration not stated)
    -9 | i
CN(C)CCOC(=O)C1(c2ccccc2)CCCC1
    -21 | i

An excerpt of these results, with two lines to a compound:
Values run as follows: OX1R antag	CHT allo act
CCc1c(C#N)c(SCCC(=O)Nc2ccc(C)cc2)nc2c1C(=O)CC(C)(C)C2
    -31	i
Cc1ccc(NCC(=O)c2ccc(C)cc2)cc1
    -17	i

Following part
| smiles | OX1R antag | CHT allo act |
| --- | --- | --- |
| NC(=O)[C@H]1CC2(CC(c3cccc(NC(=O)CC(c4ccccc4)c4ccccc4)c3)=NO2)CN1C(=O)CC(c1ccccc1)c1ccccc1 (some centres not stated) | 6 | i |
| CCN(CC)S(=O)(=O)c1ccc(-c2nnc(SCC(=O)Nc3nc(C)cs3)o2)cc1 | -5 | i |
| CCOc1ccc(NC(=O)C/C(C)=N/NC(=O)Cc2ccc(Cl)cc2)cc1 | -24 | i |
| CC1Cc2ccccc2N1C(=O)COC(=O)c1ccc(Cl)c(S(=O)(=O)N2CCOCC2)c1 (configuration not stated) | -15 | x |
| COc1ccc(NC(=O)c2ccco2)cc1NC(=O)c1ccc(Br)o1 | -40 | i |
| COc1ccc(CCNC(=O)CN(C)S(=O)(=O)c2ccc(OC)cc2)cc1 | -27 | i |
| COCCNC(=O)CN(C)S(=O)(=O)c1ccc2c(c1)OCCO2 | -4 | i |
| O=C(c1ccc(-c2ccccc2)c(F)c1)C1CCCN(C(=O)c2cncs2)C1 (configuration not stated) | -7 | i |
| CCCCn1c(N)c(N(CC(C)C)C(=O)c2cccc(OCc3ccccc3)c2)c(=O)[nH]c1=O | -5 | i |

Four of these compounds, reformatted:
CCN(CC)S(=O)(=O)c1ccc(-c2nnc(SCC(=O)Nc3nc(C)cs3)o2)cc1
  OX1R antag = -5; CHT allo act = i

CCOc1ccc(NC(=O)C/C(C)=N/NC(=O)Cc2ccc(Cl)cc2)cc1
  OX1R antag = -24; CHT allo act = i

CC1Cc2ccccc2N1C(=O)COC(=O)c1ccc(Cl)c(S(=O)(=O)N2CCOCC2)c1 (configuration not stated)
  OX1R antag = -15; CHT allo act = x

COc1ccc(NC(=O)c2ccco2)cc1NC(=O)c1ccc(Br)o1
  OX1R antag = -40; CHT allo act = i

Compounds were not picked by outcome; 0.8% or so of the library scored in one or more.
